# Screening results as filed in PubChem.
# p-CIP stab down = compounds decreasing mouse p/CIP protein stability; AID 1984; Q05BA5; 290,000 tested, 0.01% active; decrease of EGFP signal, % at 10 µM; F442A p/CIP-EGFP cells, EGFP fluorescence, 16 h;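 active = EGFP signal decrease of at least 30% at 10 µM or well 3 SD below plate mean, unless failing retest; inactive = the rest, including hits failing retest or dose response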; note: some compounds called inactive have numbers as strong as hits; many of its hits are not listed in these tables
# SUMO HTRF inh = inhibitors of human SUMOylation (UBC9); P63279; HTRF SUMOylation assay, SAE1/SAE2 + UBC9, in vitro; inhibition, % at 35 µM; 290,000 tested, 0.36% active; AID 2006; in the data active = inhibition above about 50%, passing the limit was not always enough; note: strong numbers were not always called active
# Target sequence (P63279 whole entry, looked up): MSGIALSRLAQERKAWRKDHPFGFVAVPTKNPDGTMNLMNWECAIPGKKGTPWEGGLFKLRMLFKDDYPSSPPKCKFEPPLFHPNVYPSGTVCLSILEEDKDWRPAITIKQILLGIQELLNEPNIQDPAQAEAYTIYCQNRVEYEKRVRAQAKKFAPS
# IDE inh = inhibitors of human insulin-degrading enzyme in cells; P14735; HEK cells, FAbetaB cleavage, fluorescence polarization; inhibition, % at 5.59 µM; 320,000 tested, 0.41% active; AID 434962;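 active = percent inhibition above the average of all tested compounds plus 3 SD, set per screening campaign, cut at about 16% in these data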;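 note: IDE supplied by intact live HEK cells; FP after avidin binding of uncleaved biotin substrate so inhibition keeps polarization high; 0% = DMSO wells and 100% = 60 µM reference IDE inhibitor Ii1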
# GalR3 antagonist = human GalR3 antagonism; O60755; HEK293 GalR3-CNG cAMP membrane potential fluorescence; galR3 body fused to GalR1 C-terminus; inhibition, % at 3 µM; 360,000 tested, 0.44% active; AID 651719;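 active = inhibition above the screen-wide average plus 3 SD, cut at about 13% in these data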;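 note: forskolin and galanin both at EC90 stimulate the cells; cAMP rise reported by CNG channel membrane potential dye signal; 0% = forskolin plus galanin with DMSO and 100% = forskolin alone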
# Target sequence (O60755 1-299 limits assumed): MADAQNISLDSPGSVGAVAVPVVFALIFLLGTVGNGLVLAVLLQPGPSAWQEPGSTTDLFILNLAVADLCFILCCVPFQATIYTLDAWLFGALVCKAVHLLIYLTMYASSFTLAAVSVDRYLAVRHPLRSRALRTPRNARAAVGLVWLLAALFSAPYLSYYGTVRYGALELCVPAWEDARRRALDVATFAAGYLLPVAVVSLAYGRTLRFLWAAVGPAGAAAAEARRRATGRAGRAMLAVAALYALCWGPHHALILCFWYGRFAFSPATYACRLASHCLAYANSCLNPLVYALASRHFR
# HCV NS3 hel inh = blocks Hepatitis C virus NS3 helicase unwinding. 290,000 tested, 0.56% active. inhibition, % at 10.9 µM. AID 1800. NS3 helicase DNA unwinding, Cy5 molecular beacon fluorescence;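 active = inhibition above the mean of all tested compounds plus 3 SD, set per campaign, cut at about 35% in these data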;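 note: 0% = DMSO wells and 100% = thioflavine S control wells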
#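 assay system = NS3 helicase fragment of HCV | buffer or medium = MOPS pH 6.5, MgCl2, DTT, Tween20, BSA | timing = 60 min unwinding reaction at 25 °C after ATP addition | signal = Cy5 beacon fluorescence read at start and 1 h | read-out basis = % inhibition of unwinding | control set = low DMSO, high thioflavine S at 110 µM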
# IDE act = boosts human insulin-degrading enzyme activity in HEK cells; FAbeta-B cleavage, fluorescence polarization; 0% vehicle, 100% cell-free pure enzyme wells; activation, % at 5.96 µM; 340,000 tested, 0.073% active;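 active = activation above the mean of all tested compounds plus 3 SD, set per screening campaign, cut at about 17% in these data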
# CRFR2-BP antag = blocks CRF-induced signaling of the CRF-BP/CRF-R2 complex | HEK293 CRF-R2/CRF-BP, CRF-induced calcium fluorescence | 350,000 tested, 0.59% active | AID 588475 | inhibition, % at 11.8 µM;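 active = inhibition of the ligand-induced calcium signal above about 50% at the single tested concentration, limit read from the data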
# IMP-1 inhibitor = inhibitors of Pseudomonas aeruginosa IMP-1 metallo-beta-lactamase; inhibition, % at 5.6 µM; purified IMP-1, nitrocefin hydrolysis, epi-absorbance fluorescence; 290,000 tested, 0.45% active;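 active = inhibition above the mean plus 3 SD of all compounds in the same screening run, cut at about 4.5% in these data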;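 note: 0% = IMP-1 with DMSO and 100% = DMSO wells lacking enzyme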
#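 System: purified IMP-1 / Input: IMP-1 dispensed at 0.2 nM / Medium: 50 mM HEPES pH 7.1, 50 µM ZnSO4, 0.05% Brij 35 / Timing: 15 min enzyme–compound preincubation, then 25 min nitrocefin reaction, 25 °C / Technique: plate fluorescence quenching by hydrolysis product, ex 480/em 530 nm / Repeats: singlicate testing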
# VIM-2 inhibitor = inhibitors of Pseudomonas aeruginosa VIM-2 metallo-beta-lactamase; 290,000 tested, 0.89% active; purified VIM-2, nitrocefin hydrolysis, epi-absorbance fluorescence; inhibition, % at 5.6 µM;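 active = inhibition above the mean of all tested compounds plus 3 SD, cutoff set per screening run, cut at about 7.5% in these data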;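 note: red hydrolysis product quenches plate fluorescence so inhibitors raise well fluorescence; 0% = enzyme with DMSO and 100% = DMSO without enzyme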
# Starred values were filed as active, the others as inactive; x = not tested or not shown.
SMILES,p-CIP stab down,SUMO HTRF inh,IDE inh,GalR3 antagonist,HCV NS3 hel inh,IDE act,CRFR2-BP antag,IMP-1 inhibitor,VIM-2 inhibitor
CN(C(=O)Nc1cccc(C(F)(F)F)c1)C1CCCCC1,3,4,2,-2,-11,4,-5,-0.7,-0.5
O=[N+]([O-])c1cc(Cl)ccc1NCCNc1ncc(C(F)(F)F)cc1Cl,-10,5,-8,-1,-15,10,3,-2.7,-3.2
CC(C)NC(=O)[C@H](CSCc1ccccc1)N1Cc2ccccc2C1=O,-9,7,4,4,-5,2,-4,-0.4,-3.1
COC(=O)c1scc(S(=O)(=O)C(C)(C)C)c1-n1cccc1,-12,13,-1,4,2,2,15,-3.6,-0.8
O=C(N/N=C/c1coc2ccc(Cl)cc2c1=O)c1ccc(O)cc1,-1,6,x,2,-1,-2,-11,1.2,-4.5
O=C(c1ccco1)N(Cc1ccco1)c1ccc(O)cc1,-6,11,2,0,-9,-3,3,-2.4,-1.3
COc1ccc2oc(C(=O)OCC(=O)N3CCN(S(=O)(=O)c4ccccc4)CC3)c(C)c2c1,x,x,5,-3,x,2,16,x,x
O=C(CSc1nnc(-c2ccccc2F)o1)N1CCCC1,-11,13,-1,-8,-1,-2,17,-1.2,1.5
Nn1c(SCc2cccc3ccccc23)nnc1-c1ccco1,4,4,3,-5,-14,2,13,-1.2,1.5
N#CCCN(Cc1cccs1)C(=O)c1ccc(Cl)cc1,-8,-1,-2,-2,3,7,-4,-1.7,-2.5
Cc1[nH]c2ccccc2c1C(=O)C(=O)NCCOc1ccccc1,9,-4,-2,0,4,4,0,-2.0,-3.5
COc1cc(Cl)ccc1S(=O)(=O)n1nc(C)cc1C,-140,-7,1,-3,5,5,-9,-3.8,-2.9
CCSc1nnc(-c2cccnc2)n1Cc1ccco1,-1,-19,1,-5,5,-7,1,-1.0,-1.4
Cc1cc(/C=C2\SC(=S)N(Cc3ccco3)C2=O)c(C)n1-c1ccccc1,-22,40,12,-1,35,-6,-25,0.7,0.0
O=C(COC(=O)c1ccccn1)NCCc1ccc(Cl)cc1,x,x,-2,-6,x,2,-9,x,x
O=C(C1CCCN(Cc2ccccc2F)C1)N1CCCCC1 (centres undefined),1,16,0,-10,6,-2,6,-2.1,-2.0
CSc1ncccc1C(=O)NNc1cc(Cl)ccc1Cl,2,-10,6,x,5,1,34,-2.2,-0.9
Cc1ccc(-n2nnc(-c3cc4ccccc4nc3Cl)n2)cc1,-7,1,4,-4,-1,3,-6,-0.9,0.4
O=C(NCc1ccccn1)C1CN(S(=O)(=O)c2ccccc2)CCN1S(=O)(=O)c1ccccc1 (centres undefined),-16,5,0,0,10,x,3,-3.4,-4.0
CC(C)COC(=O)c1ccc(NC(=O)C2C3C=CC(C3)C2C(=O)O)cc1 (centres undefined),-4,5,5,2,-1,-1,2,-1.3,-0.8
COC(=O)c1c(C(=O)OC)c(-c2ccc(C(C)(C)C)cc2)n2c1CS(=O)C2 (centres undefined),3,-1,-7,-5,12,2,33,-1.0,0.0
CCc1nc2c(cnn2-c2ccc(Cl)cc2)c(=O)n1-c1ccc(OC)cc1,-2,-21,3,-2,1,-1,9,1.1,-1.0
COc1ccc(CCNC(=O)CSc2ccc(-c3ccncc3)nn2)cc1,-13,11,2,5,-5,0,18,-2.4,-2.4
CCN(CC)S(=O)(=O)c1cccc(NC(=O)C2SC(=Nc3ccc(C)cc3C)C(C(=O)NCC3CCCO3)=C2N)c1 (centres undefined),2,-20,5,-6,-2,13,-5,0.8,-0.7
Cn1ncc(Cl)c1C(=O)NCC1CCCO1 (centres undefined),-3,-13,-5,-2,11,2,7,-0.7,-0.7

# New compounds follow:
SMILES,p-CIP stab down,SUMO HTRF inh,IDE inh,GalR3 antagonist,HCV NS3 hel inh,IDE act,CRFR2-BP antag,IMP-1 inhibitor,VIM-2 inhibitor
CC(C)c1cc(NC(=O)CCl)on1,8,2,-1,1,9,5,9,-3.3,-3.6
NC(=O)C(c1ccc(Cl)cc1)c1ccc(Sc2ccccc2)nn1 (centres undefined),-11,-5,-3,-5,-1,2,8,-1.5,-2.3
c1ccc(-n2nnnc2SCc2ccccn2)cc1,-2,7,-3,4,12,-3,-23,-6.1,-3.8
CC(=NNC(=O)CCC(=O)Nc1ccccc1Cl)c1ccco1,x,x,-2,-3,x,4,0,x,x
O=C(NCCC1=CCCCC1)C1CCN(S(=O)(=O)c2ccc(Br)s2)CC1,-6,7,4,-5,2,-1,-14,-1.8,-1.9
COCCN(Cc1cc2cc(C)ccc2nc1Cl)C(=O)Nc1ccccc1OC,-11,19,3,-3,2,-1,-2,-3.4,-4.0
CCCS(=O)(=O)c1c(S(=O)(=O)CCC)c2ccccn2c1C(=O)OC,0,6,8,-3,-5,3,-12,-1.8,-3.6
Cc1ccnc(NS(=O)(=O)c2ccc(NC(=O)Cc3c(F)cccc3Cl)cc2)n1,-4,14,-4,-9,7,1,2,-3.0,2.2
COc1ccc(C(=O)N/N=C(\C)c2ccc3c(c2)C2C=CCC2C(c2ccccc2)N3)cc1 (centres undefined),-1,16,6,x,14,7,8,-1.2,-4.4
Nc1c2c(nc3sc4c(c13)CCCC4)-c1ccccc1CC2,-4,0,11,-4,-13,-4,-9,-2.8,-1.0
CCOC(=O)c1sc(NC(=O)c2cccc(S(=O)(=O)N3c4ccccc4CC3C)c2)cc1C (centres undefined),-15,36,-3,-3,0,3,-5,1.4,-1.4
COc1ccc(C(=O)CC(=O)c2ccccc2O)cc1OC,20,14,-7,-6,7,7,-48,-1.6,0.4
Cc1[nH][nH]c(=O)c1C(c1ccc(N(C)C)c(Br)c1)c1c(C)[nH][nH]c1=O,2,5,0,0,-3,7,3,-1.7,-0.5
O=C(NNc1nc2c(F)cccc2s1)C1COc2ccccc2O1 (centres undefined),-29,-18,-2,-10,0,5,1,-4.0,-1.7
CC[C@@]12C(=O)N(c3cccc(Br)c3)C(=O)N1[C@H](c1ccc(OC)cc1)[C@@H]1C(=O)N(C(C)(C)C)C(=O)[C@@H]12,x,x,1,2,x,0,-2,x,x
O=C(NNc1ccccc1)C(=O)NNS(=O)(=O)c1ccc(CCCl)cc1,-15,8,-2,10,0,1,-17,-1.2,-4.4
COc1ccc(CCC(=O)N2CCN(c3cccc(C)c3C)CC2)cc1,8,-2,3,-4,-5,-1,9,-3.4,-2.2
Cc1ccc(S(=O)(=O)N2CCCCC2)cc1NC(=O)Cn1cnnn1,0,1,3,2,-3,3,-32,-2.3,-2.5
Cc1cc(=O)c(C(=O)Nc2cccc(C(=O)NC3CC3)c2)nn1-c1ccccc1Cl,x,x,2,0,x,4,10,x,x
COc1cc2[nH]c(=S)n(Cc3ccco3)c(=O)c2cc1OC,-1,19,0,-7,-6,-1,-9,-3.7,-4.5
NC(=O)CSCc1c(Cl)cccc1Cl,0,11,-1,-9,7,1,7,-2.6,-3.0
O=C1Oc2ccccc2C(=O)/C1=C/N1CCN(c2ccccc2F)CC1,-9,15,-6,-6,30,3,-8,-0.6,1.4
CC1(C)Cc2ccccc2-c2nnc(SCC(=O)Nc3ccc4c(c3)OCO4)n21,2,1,4,-6,2,4,22,-0.2,0.3
COc1ccc(CCNc2oc(COc3ccccc3F)nc2C#N)cc1,-18,0,3,-5,-12,-1,15,-1.7,-2.2
CCOc1ccc(N(CC(=O)NN=C2CCCC2)S(C)(=O)=O)cc1,-3,5,4,-3,-11,1,4,-1.2,-0.4

# (cont.)
SMILES,p-CIP stab down,SUMO HTRF inh,IDE inh,GalR3 antagonist,HCV NS3 hel inh,IDE act,CRFR2-BP antag,IMP-1 inhibitor,VIM-2 inhibitor
CCOC(=O)C1=C(O)/C(=C/c2ccc(OCC(=O)O)c(OC)c2)SC1=Nc1ccc(OC)cc1,6,-6,11,-3,36*,-2,-16,-2.9,-0.1
CC(=O)NCCNC(=O)[C@H](Cc1ccccc1)NC(=O)c1cccs1,5,-1,1,-5,3,1,18,1.7,-2.0
CC(=O)N1CCSc2ccc(S(=O)(=O)NCCc3ccc(C)cc3)cc21,-9,17,2,-10,-11,4,7,-2.3,0.1
COc1ccccc1C(=O)C(O)c1ccccc1OC (centres undefined),1,8,7,-3,2,6,-13,-2.7,-2.1
COc1ccc(OCc2nc(N)nc(Nc3ccccc3)n2)cc1,-3,26,-2,1,6,2,0,-3.8,-1.7
CCCCc1ccc(NC(=S)NCCc2ccc(S(N)(=O)=O)cc2)cc1,3,-5,3,-7,-9,1,-18,-1.8,-2.5
COC(=O)c1ccccc1NC(=O)c1cccc(NC(=O)c2ccc(Br)o2)c1C,-5,-5,1,-8,-6,-2,10,-2.6,-4.3
CCN(CC)S(=O)(=O)c1ccc(NC(=O)COC(=O)c2cnc(C)cn2)cc1,-7,9,-3,-4,-8,2,5,-3.1,-2.2
C=C[C@H](CC(C)C)N(Cc1ccccc1)S(=O)(=O)N(Cc1ccccc1)[C@@H](C=C)CC(C)C,x,x,3,-4,x,-7,-15,x,x
COc1cc(/C=N\Nc2nc(-c3cccs3)c(NC(C)=O)s2)ccc1O,-10,13,6,5,0,1,4,-4.6,-4.6
COc1ccc(Cl)cc1NC(=O)CSc1nnc(CN2CCOCC2)n1-c1ccc(Cl)cc1,-3,-13,18*,-3,-15,-10,-22,-0.5,1.1
CCOc1ccc(Br)cc1S(=O)(=O)Nc1ccc(Cl)c(S(=O)(=O)N(CC)c2ccccc2)c1,0,-19,-1,1,-3,-2,2,-1.0,1.1
O=C(c1ccccc1)c1ccc(N2CCOCC2)c(F)c1,-4,5,-1,-4,9,3,17,-3.6,-1.8
Cc1ccc(Nc2ccc(N3CCN(c4ccc([N+](=O)[O-])cc4)CC3)nn2)cc1,0,16,-3,-2,4,3,-4,-2.9,-1.3
O=S(=O)(c1ccccc1F)N1CCN(Cc2nc3ccccc3[nH]2)CC1,-7,-23,5,3,-6,0,12,-4.5,-4.1
O=C(O)c1ccc(/C=N/N2CCN(c3ccccc3)CC2)cc1,0,1,x,-12,10,5,14,-3.1,-1.6
C=CCc1ccc2oc(C(=O)OCC)cc(=O)c2c1O,-7,-2,3,3,4,1,-4,-1.7,-0.4
CCOC(=O)Nc1cc(OCC)c(NC(=O)C2CC2)cc1OCC,3,22,-2,-11,1,3,-13,-1.7,0.2
COc1ccc(-c2nonc2NC(=O)c2oc3ccc(F)cc3c2C)cc1OC,-3,-5,3,-8,1,3,-20,-6.1,-3.5
CCOc1ccccc1/C=C/c1nc2ccccc2[nH]c1=O,5,30,x,-7,-8,-18,0,0.7,-0.2

# Exported tab-delimited: entries from further up.
mol	p-CIP stab down	SUMO HTRF inh	IDE inh	GalR3 antagonist	HCV NS3 hel inh	IDE act	CRFR2-BP antag	IMP-1 inhibitor	VIM-2 inhibitor
COC(=O)c1ccccc1NC(=O)c1cccc(NC(=O)c2ccc(Br)o2)c1C	-5	-5	1	-8	-6	-2	10	-2.6	-4.3
CCN(CC)S(=O)(=O)c1ccc(NC(=O)COC(=O)c2cnc(C)cn2)cc1	-7	9	-3	-4	-8	2	5	-3.1	-2.2

# Rows are unselected; 3.2% or so of the library scored in one or more.
